# Neddyl block: inhibitors of cullin neddylation, primary screen, biochemical, TR-FRET, uHTS, NAE and Ubc12. NEDD8-conjugating enzyme Ubc12 (Homo sapiens) + NEDD8-activating enzyme E1 regulatory …. calls only at 25 µM. 360,000 compounds, 0.58% hits; in the data active means inhibition above about 36%
# FAS-TE inh: FAS thioesterase domain inhibitors, primary screen, biochemical, fluorescence intensity, uHTS. Fatty acid synthase (Homo sapiens), P49327. recombinant FAS-TE, OMFH fluorogenic substrate, fluorescence endpoint. inhibition, % at 15 µM. 360,000 compounds, 0.67% hits;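 active means compounds whose normalised, plate-corrected inhibition of enzyme fluorescence in the single-dose primary screen is 50% or more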;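 further: 0% = DMSO with enzyme and 100% = substrate without enzyme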
# bovine MsrA act: bovine MsrA enzyme activators, primary screen, biochemical, absorbance, HTS. activation, % at 10.6 µM. purified bovine MsrA, absorbance read-out. 360,000 compounds, 0.3% hits. Methionine sulfoxide reductase A (Bos taurus). AID 602163, 2012; in the data active means activation above about 7.5%;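 further: 0% = vehicle and 100% = reference activator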
# NRP1-CendR mod: modulators of CendR peptide binding to NRP-1, primary screen, biochemical, fluorescence polarization, uHTS; Neuropilin-1 (Homo sapiens), O14786; inhibition, % at 25 µM; 360,000 compounds, 0.85% hits; AID 602438, 2012; FAM-RPARPAR peptide binding to NRP-1;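 active means inhibition or corrected inhibition above about 18%, plus a signal ratio from 0.5 to 1.5, limit read from the data, passing the limit was not always enough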; further: strong numbers were not always called active
# E coli Lon inh: inhibitors of E. coli Lon protease, primary screen, biochemical, fluorescence polarization | inhibition, % at 7.94 µM | purified E. coli Lon protease | 360,000 compounds, 0.42% hits; in the data active means inhibition above about 13%, passing the limit was not always enough;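 further: 0% = enzyme with probe and DMSO and 100% = no enzyme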
# MT1-MMP act inh: blockers of MT1-MMP proenzyme processing, primary screen, HT1080 RFP-PRO-GFP cells, GFP/RFP fluorescence. 360,000 compounds, 0.061% hits. GFP/RFP ratio fluorescence, overnight; percent of plate control window, DMSO zero. Matrix metalloproteinase-14 (Homo sapiens), P50281. GFP/RFP ratio change, % at 20 µM. AID 651647, 2012;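 active means GFP/RFP ratio change of at least 30% with cell ATP level not reduced by more than half and red fluorescence within 50% of control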; further: strong numbers were not always called active
#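 Assay system: HT1080 cells carrying an RFP-PRO-GFP reporter | Dosing: Single dose of 20 µM compound, 1% DMSO final | Incubation: Cells overnight before dosing, compound overnight, 37 °C, 5% CO2 | Evaluation: GFP/RFP fluorescence ratio | Control set: DMSO and RFP-L50D-GFP cell wells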
# Rin1-Abl PPI inh: inhibitors of Rin1-Abl protein binding, primary screen, biochemical, TR-FRET; Tyrosine-protein kinase ABL1 (Homo sapiens) + Ras and Rab interactor 1 (Homo sapiens), …; inhibition, % at 7.35 µM; 360,000 compounds, 0.4% hits; AID 588664, 2011; in the data active means inhibition above about 5%, passing the limit was not always enough
# SKN-1 inh: suppressors of acrylamide-induced Pgst-4::GFP reporter in worms, primary screen, SKN-1 inhibitor project, whole organism, uHTS, GFP/RFP fluorescence ratio, strain VP596. inhibition, % at 21.8 µM. C. elegans VP596 Pgst-4::GFP/RFP ratio, 24 h. AID 624304, 2012. 360,000 compounds, 0.49% hits;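 active means interference check ratio from 0.5 to 1.5 plus GFP to RFP signal ratio inhibition reaching or exceeding a fixed threshold, cut at about 30% in these data, passing the limit was not always enough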; further: some compounds called inactive have numbers as strong as hits
# MsrA inh: bovine MsrA enzyme inhibitors, primary screen, biochemical, absorbance, HTS; Methionine sulfoxide reductase A (Bos taurus); purified bovine MsrA, absorbance read-out; inhibition, % at 15.5 µM; 360,000 compounds, 0.75% hits; AID 651718, 2012; in the data active means inhibition above about 4.5%;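 further: 0% = vehicle wells with enzyme and 100% = reference inhibitor wells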
# * = called active by the depositor; i = inactive; x = no result given; + = active, no number.
SMILES,Neddyl block,FAS-TE inh,bovine MsrA act,NRP1-CendR mod,E coli Lon inh,MT1-MMP act inh,Rin1-Abl PPI inh,SKN-1 inh,MsrA inh
Cn1nnc(NC(=S)NC(=O)/C=C/c2ccco2)n1,i,-3,-3,-22,-11,-11,0,-6,-0.2
CCOC(=O)CCP(=O)(O)C(O)(c1ccccc1)c1ccccc1,i,-5,-2,-2,-7,1,-1,0,-0.1
COc1ccc(S(N)(=O)=O)cc1C(=O)NNC(=O)C1COc2ccccc2O1 (centres undefined),i,-2,-2,9,-1,0,1,0,0.9
CC(C)n1c(O)c(N=NC(=O)CNC(=O)c2cccnc2)c2ccccc21,i,-4,-8,16,7,-1,-4,-23,3.0
Cc1ccccc1C(=O)OC1OC(=O)C(Cl)=C1Nc1ccc(C(=O)O)cc1 (centres undefined),i,4,-9,-4,-4,1,4,3,2.6
CCOC(=O)N1CCN(C(=O)/C=C/c2c(C)nn(-c3ccc(F)cc3)c2Cl)CC1,i,-2,-2,1,12,-2,2,9,-0.8
C[C@H](CO)N1C[C@H](C)[C@@H](CN(C)CC2CC2)Oc2c(NC(=O)C3CC3)cccc2C1=O,i,-6,-4,-3,-6,4,3,6,-1.7
C#Cc1ccc(CN2CCN(CCc3ccccc3)C(CCO)C2)cc1 (centres undefined),i,-1,-4,-4,-9,-1,2,1,0.1
CC(C)[C@H](NC(=O)[C@@H]1Cc2ccccc2CN1C(=O)OC(C)(C)C)C(=O)NCC1CCCO1 (some centres undefined),i,-2,1,0,-4,8,-5,-2,0.9
CN(C(=O)CN1CCN(c2cc(-c3ccc(OCc4ccccc4)cc3)ncn2)CC1)c1ccccc1,i,8,-5,-2,-5,-5,2,-1,-0.3
COC(=O)c1sc2nc(CN3CCOCC3)nc(N3CCOCC3)c2c1C,i,-8,-3,-21,-8,-16,-1,5,2.7
Cc1ccccc1NC(=O)C(=Cc1ccc(C(=O)O)cc1)C(=O)Nc1ccccc1C,i,2,0,-29,2,-4,-1,8,-0.4
Cc1cc(NS(=O)(=O)c2ccc(NC(=O)COc3ccc(Br)cc3)cc2)nc(C)n1,i,-1,-5,-6,-2,4,-1,-3,0.8
CCCn1c2ccc(F)cc2c2nnc(SCCN3CCOCC3)nc21,i,-2,-4,2,-8,-4,-2,14,1.4
COCCNC(=O)C(=O)NCCN1CCOCC1,i,-5,-4,8,1,-2,3,-2,-0.4
CC1CN(C(=O)/C=C/c2cccc([N+](=O)[O-])c2)CC(C)O1 (centres undefined),i,5,-5,-12,0,-6,-2,23,1.3
Nc1nc(SCC(=O)Nc2ncc(C(F)(F)F)cc2Cl)n[nH]1,i,-9,-2,18,-11,x,1,13,-0.3
COC(=O)[C@H](C)NC(=O)Nc1ccc(OC)c(OC)c1,i,-5,1,7,-8,-5,2,-4,0.0
CCOc1ccc(NC(=O)CN(C)C(=O)C2CSC3(C)CCC(=O)N23)cc1OCC (centres undefined),i,-2,-1,2,3,7,1,6,2.0
CCc1nc(SCc2ccccn2)[nH]c(=O)c1C,i,-1,-3,-3,-1,0,-1,-6,0.6
COCCCNC(=O)C(=O)NC1CCCCCC1,i,-3,-10,-2,2,-5,2,8,0.1
CCCCOc1cc(=O)[nH]c(=O)[nH]1,i,-8,-3,6,-2,3,4,0,-0.2
O=C(NNC(=O)C1CC(=O)N(Cc2ccccc2)C1)c1ccc(Br)cc1 (centres undefined),i,-4,-4,1,-4,-4,3,2,0.6
CCOC(=O)c1cncc(C(=O)O)c1,i,-3,-2,-7,-4,2,2,-10,1.0
COc1cc(CCCN2C(N)=NC[C@@H]2Cc2ccccc2)cc(OC)c1OC,i,-14,-2,1,0,1,-2,3,-0.6
# Continued.
SMILES,Neddyl block,FAS-TE inh,bovine MsrA act,NRP1-CendR mod,E coli Lon inh,MT1-MMP act inh,Rin1-Abl PPI inh,SKN-1 inh,MsrA inh
COc1cccc(/C=C2\SC(=O)N(CCC(=O)NC3CCS(=O)(=O)C3)C2=O)c1 (centres undefined),i,-5,-5,14,-7,2,-5,0,3.5
Cc1cc(C(=O)COc2ccc(C#N)cc2)c(C)n1CC1CCCO1 (centres undefined),i,-3,-11,-1,8,0,-1,8,1.0
CCOc1ccc(C(=O)NCC(=O)N2CCCCCCC2)cc1,i,-5,-3,6,4,-4,1,-2,-0.2
CC(C)(C)c1ccc(-c2nnc(SCC(=O)O)n2N)cc1,i,-3,-2,-13,1,0,-3,8,-0.6
CCOn1c(=O)c(-c2ccc(C)cc2)[n+]([O-])c2ccccc21,i,-1,-4,-3,-6,-2,0,-3,0.1
Cc1cc(NC(=O)c2cc(C3CC3)on2)n(-c2ccccc2)n1,i,-8,-3,-1,-7,0,1,-16,0.1
CN(Cc1nccs1)C(=O)c1ccc(OC2CCN(Cc3ccccn3)CC2)cc1,i,-8,-4,2,-1,-1,4,6,-0.4
CC(=O)NCCNc1nc2cc(-c3cscc3C)sc2c(=O)n1C,i,-2,-1,-1,-10,4,-8,0,1.5
CCN1C(=O)CC(NCc2ccc3c(c2)OCO3)C1=O (centres undefined),i,-10,-4,9,-7,2,3,-6,-0.2
CC1CCc2nc3ccc(S(=O)(=O)N4CCC(C(=O)O)CC4)cc3c(C(=O)O)c2C1 (centres undefined),i,-5,-3,-7,3,0,-1,-8,0.6
Cc1ccc(-c2ccc(CCC(=O)O)n2C(C)C)cc1,i,1,-3,-8,-11,-2,1,8,0.1
Cc1cc(=O)[nH]c(=S)[nH]1,i,-6,3,-5,9,3,3,-3,0.1
CC(=O)Nc1ccc(NC(=O)CN2CCN(c3cccc(C(F)(F)F)c3)CC2)cc1,i,0,-4,-16,5,3,-4,8,x
O=C(C[C@@H]1C/C=C\C[C@@H](Cc2ccc(F)cc2)C(=O)OC[C@H]2CCCN2C1=O)N[C@H](CO)Cc1ccccc1,i,7,-6,3,0,-2,-2,9,0.4
O=C1/C(=C\c2cccs2)SC(=S)N1C1CCS(=O)(=O)C1 (centres undefined),i,4,-4,-9,5,0,0,39*,-0.2
Cc1ccc(NC(=O)COC(=O)Cn2c(C)csc2=O)cc1C,i,-7,-7,7,2,4,-2,-10,-0.7
COC(=O)C1=CN(Cc2ccc(OC)c(OC)c2)C=C(C(=O)OC)C1c1ccc(O)cc1,x,-3,-3,-9,1,-6,-1,-8,-0.9
O=C(COC(=O)[C@@H]1CCCN1C(=O)c1cccs1)Nc1ccc(F)cc1[N+](=O)[O-],i,-5,-2,15,-4,-1,1,-7,-0.1
Nc1cc2ccncc2c2ccccc12,x,-9,-4,-1,3,-19,-4,0,2.7
CCN(CC)C(=O)Cn1cc(C(=O)C(=O)N2CCN(Cc3ccccc3)CC2)c2ccccc21,i,-1,-2,1,-5,2,-3,5,0.6
Cc1cc(Cl)ccc1OCC(=O)OC(C)C(=O)N(C)C (centres undefined),i,-5,-3,12,-2,1,0,-8,-1.8
CC(NCCS(=O)(=O)c1ccc(Cl)cc1)c1cccc(Cl)c1 (centres undefined),i,9,-9,2,1,3,2,2,-1.1
COc1ccc(S(=O)(=O)NC(C(=O)NCCc2ccccn2)C(C)C)cc1 (centres undefined),i,-2,-1,6,5,5,0,0,0.8
CC(C)CC(=O)Nc1nnc(SCC(=O)Nc2ccc3c(c2)OCO3)s1,i,-10,3,3,-9,0,0,-3,0.8
CC(=O)c1ccc(OC(=O)c2ccc(Br)o2)cc1,i,6,-7,-1,-8,4,3,-21,0.4
# (cont.)
SMILES,Neddyl block,FAS-TE inh,bovine MsrA act,NRP1-CendR mod,E coli Lon inh,MT1-MMP act inh,Rin1-Abl PPI inh,SKN-1 inh,MsrA inh
CC1(C)C(=O)OC(c2cccs2)C2(CCCCC2)C1=O (centres undefined),i,2,0,4,-5,2,0,16,-0.6
c1ccc([C@H]2CNCCN2CCc2cccc3ccccc23)cc1,i,-23,-2,7,-3,-5,0,-4,-0.3
Cc1ccc2nc(SCC(=O)NC3CCCC3)nc(=O)n2c1,i,-5,-2,-6,1,-2,1,21,3.9
O=c1oc2ccccc2c(N2CCCC2)c1[N+](=O)[O-],i,-2,-1,13,5,1,0,0,3.3
CCCCNC(=O)C(=O)Nc1cc2c3c(c1)CCC(=O)N3CCC2,i,-12,-5,-9,-2,5,8,-2,1.1
Cc1ccccc1S(=O)(=O)Cc1ccc(C(=O)NC(C)c2ccccc2)o1 (centres undefined),i,-1,-10,0,-1,1,4,-11,-0.4
Cc1cc(C)n2nc(-c3cccc(Br)c3)cc2n1,x,13,-11,-3,1,-5,-3,5,-1.4
CCCC(CCC)c1nnc(NC(=O)c2ccco2)s1,i,0,-1,2,-3,-3,1,4,0.1
C/C=C(\C)c1nnc(NC(=O)OCC)s1,i,-5,0,-6,-3,0,-1,14,-0.8
Cc1cc(C)cc(C(=O)N2CCC(C(N)=O)CC2)c1,i,-6,-3,-2,5,0,-2,-2,-1.3
CCOc1ccccc1OCC(=O)Nc1ccc(Cl)cc1Cl,i,-5,-9,-4,-5,2,0,-7,0.1
CCOc1cccc(Cc2c[nH]c(=O)[nH]c2=O)c1,i,-6,-3,0,-13,0,-5,19,-0.1
O=C(CC(Nc1ccc(Cl)cc1)C(=O)O)c1ccccc1 (centres undefined),i,3,-6,5,-10,-4,0,14,2.2
CCCC(=O)Nc1ccc(N2CCCCC2)cc1,i,-3,-5,5,-7,1,-13,-8,-0.5
CCC(C)c1ccc(S(=O)(=O)N2CCN3CCCC3C2)cc1 (centres undefined),i,-2,-5,-5,-8,6,1,7,-0.3
CCNC(=S)N(CCN(C)C)Cc1cc2cc(OCC)ccc2[nH]c1=O,+,-3,-2,0,-4,-1,-3,0,1.7
CC1(C(=O)N(Cc2ccccc2)Cc2ccccc2)CC1(Br)Br (centres undefined),i,29,-2,-6,1,-10,-2,11,0.3
C=C(C)COc1ccc2c(CC)cc(=O)oc2c1,x,11,0,5,-2,2,5,6,-0.5
CC(Oc1ccc(-c2ccccc2)c(F)c1)c1ccn(S(=O)(=O)c2ccc(F)cc2)n1 (centres undefined),i,0,-1,15,-4,-7,3,5,1.2
Cc1onc(-c2c(F)cccc2Cl)c1C(=O)OCC(=O)NC(=O)NCC(C)C,i,9,-2,7,-3,2,0,1,0.1
Cc1cccc(OCC(=O)NNC(=O)Nc2cccc(Cl)c2)c1C,i,-17,-14,-6,3,x,3,5,-0.7
Cc1cccc(-c2nc(C#N)c(NCc3ccco3)o2)c1,x,7,-2,-2,-1,2,0,9,-0.5
Cc1ccc(SCCC(=O)NCc2ccncc2)cc1,i,-3,-12,0,-4,-1,-2,-3,0.0
O=C(COc1ccc(Cl)cc1Cl)c1ccc[nH]1,i,2,-2,-10,-10,-4,0,9,2.2

# Ordered by value in bovine MsrA act (largest number first): three from the list above
SMILES	Neddyl block	bovine MsrA act	NRP1-CendR mod	E coli Lon inh	MT1-MMP act inh	Rin1-Abl PPI inh	SKN-1 inh	MsrA inh
CC1(C(=O)N(Cc2ccccc2)Cc2ccccc2)CC1(Br)Br (centres undefined)	i	-2	-6	1	-10	-2	11	0.3
CCOc1ccccc1OCC(=O)Nc1ccc(Cl)cc1Cl	i	-9	-4	-5	2	0	-7	0.1
Cc1cccc(OCC(=O)NNC(=O)Nc2cccc(Cl)c2)c1C	i	-14	-6	3	x	3	5	-0.7

# Bioassay records (PubChem BioAssay)
